# ALOX12 inh: blocks human arachidonate 12S-lipoxygenase. 580,000 tested, 1.1% active. Potency, µM (top dose mostly 108 µM), for inactives: at the highest dose activity change, negative = inhibition, usual class: inhibitors. purified 12hLO, xylenol orange hydroperoxide absorbance; active means well fitted inhibition curve with a large enough effect; inconclusive means small, poorly fitted or top-dose-only effect, or another doubt; inactive means no such curve, though single readings can be large or run the other way
# Target sequence (P18054 whole entry, looked up): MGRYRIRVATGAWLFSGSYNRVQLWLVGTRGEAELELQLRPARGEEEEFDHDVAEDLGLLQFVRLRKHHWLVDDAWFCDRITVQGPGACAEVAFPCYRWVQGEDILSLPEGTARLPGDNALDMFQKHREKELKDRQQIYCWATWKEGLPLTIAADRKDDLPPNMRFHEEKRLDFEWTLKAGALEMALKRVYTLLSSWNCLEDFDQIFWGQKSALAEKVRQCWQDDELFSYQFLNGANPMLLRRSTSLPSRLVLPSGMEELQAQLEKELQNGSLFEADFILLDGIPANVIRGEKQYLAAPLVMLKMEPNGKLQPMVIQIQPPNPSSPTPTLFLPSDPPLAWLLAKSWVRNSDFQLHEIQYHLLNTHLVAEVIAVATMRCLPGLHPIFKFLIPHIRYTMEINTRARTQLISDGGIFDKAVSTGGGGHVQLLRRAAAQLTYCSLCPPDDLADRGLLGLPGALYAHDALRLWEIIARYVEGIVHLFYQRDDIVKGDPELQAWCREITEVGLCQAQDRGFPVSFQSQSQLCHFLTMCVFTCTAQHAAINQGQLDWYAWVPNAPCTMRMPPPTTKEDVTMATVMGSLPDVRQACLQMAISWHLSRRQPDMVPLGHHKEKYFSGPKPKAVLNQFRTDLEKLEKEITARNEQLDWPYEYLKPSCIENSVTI
#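 Purified human 12hLO (150 nM final) in 25 mM Hepes, 0.01% Triton X-100, pH 7.0 was preincubated 15 min at room temperature with compound. Then 40 uM arachidonic acid was added, 30 min. Hydroperoxide was read by Fe-XO absorbance ratio 573/405 nm.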
# * marks the source's active call; other numbers are inactive results; u = inconclusive; [ ] = another dose, or the depositor's remark. On the % scale 0 is the no-effect control and ±100 the full control effect; potency means the concentration at half of the fitted maximal effect. Only part of the results is shown (hit frequency here may not be typical).
ALOX12 inh	mol
13%	Cc1ccc(NC(=S)NCCCO)c(C)c1
u	O=c1[nH]c(C2CCN(Cc3ccc(-c4cccnc4)cc3)CC2)nc2ccc(F)cc12
-8%	CC(c1nnc(-c2cccs2)o1)N(C)Cc1ccc(Br)cc1 (stereo not drawn)
2%	CCn1c(CO)nnc1C1CC(NC(=O)Cc2c[nH]c3ccccc23)C1 (stereo not drawn)
u	O=C(Cn1ccn2nc(-c3ccccc3)c(CO)c2c1=O)Nc1ccc2c(c1)OCCO2
53%[activator]	COCC(=O)N[C@@H]1CN(C(=O)C2(c3ccccc3)CC2)CC[C@@H]1c1nc(C)no1
62%[activator][176 µM]	COc1ccc(C(=O)Nc2ccc(C(O)[C@H]3COCC(=O)N3CC(C)C)cc2)cc1 (stereo partly drawn)
-6%	COCCn1c(SCCO)nc2c1c(=O)[nH]c(=O)n2C
-5%	COc1c(Cl)cc(C(=O)Oc2cccc(C)c2)cc1Cl
23%	CCSc1nc(N2CCNCC2)c2sc3c(c2n1)COC(C)(C)C3
-3%	O=C(NCCc1ccc(F)cc1)C1CCCN1c1nc2ncccc2o1 (stereo not drawn)
-25%	Cc1ccccc1CN1[C@@H](CC(C)C)COc2cc(Br)ccc2S1(=O)=O
-48%	CC(NS(=O)(=O)c1ccc(F)cc1)C(=O)Nc1ccccc1 (stereo not drawn)
u	Cc1cc(C)c(C)c(S(=O)(=O)N2CCn3c(nn(CC4CC4)c3=O)C2)c1C
u	Cc1ccc(NS(=O)(=O)c2ccccc2)c(=O)n1CC(=O)NC(C)c1ccccc1 (stereo not drawn)
-1%	Cc1cccc(S(=O)(=O)N2CCC(n3cnnc3C3CC3)CC2)c1
-16%	Cc1ccc2sc(N(Cc3cccnc3)C(=O)C3=COCCO3)nc2c1C
-4%	CCOC(=O)c1sc2nc(N3CCOCC3)c3c(c2c1N)CCN(C)C3
u	Cc1cccc(C(=O)n2nc(NCc3cccs3)nc2NCc2cccs2)c1
26%	O=C(c1cc(F)cc(Cl)c1)N1CCc2nc(-c3cccc(F)c3)[nH]c2C1
u	Cc1nn(-c2ccccc2)c(CSc2ccc3c(c2)OCCCO3)c1C#N
-29%	O=C(NCC1CCCO1)c1ccc(-c2ccc(N3CCSCC3)nc2)cc1 (stereo not drawn)
-6%	CC(C)c1cc(C(=O)N2CC[C@@](O)(C3CCOCC3)[C@H](C)C2)cs1
-23%	CCc1cccc(C)c1-n1nnnc1C(C)(CC)Nc1ccc2c(c1)OCCO2 (stereo not drawn)
37%[activator]	COc1ccc(-c2nc(C)nc3c2CCN([S+](=O)([O-])c2c(C)noc2C)CC3)cc1
-2%[57.4 µM]	N#Cc1ccc(CN2CC[C@@]3(CCCN(C(=O)c4cc(C(F)(F)F)cc(C(F)(F)F)c4)C3)C2)cc1
-6%	COc1ccc(OCC(=O)NC(c2ccccc2)c2cccs2)cc1 (stereo not drawn)
40%	O=C(NCc1ccco1)N1C[C@@H]2CN(C(=O)C3CC3)C[C@]2(C(=O)O)C1
28%[176 µM]	O=C1N(Cc2ccc(F)cc2)C[C@H]2CN(CC3CC3)CCN12
25%	CC(C)(C)NS(=O)(=O)c1ccccc1-c1cnc2c(C(N)=O)cnn2c1
-26%	CCOc1ccc(S(=O)(=O)[C@H]2CS(=O)(=O)C[C@@H]2N2CCC(C(=O)OC)CC2)cc1
-6%	Cc1cccc(Cn2nc(C)c(NC(=O)c3cc(-c4ccccc4)on3)c2C)c1
22%	Cc1ccsc1[C@@H]1CCN(Cc2cn[nH]c2-c2ccc(F)cc2)C[C@H]1O
0%	C=CCNc1nc(C(=O)OCc2ccc(F)cc2)cs1
21%	O=C(NCc1csc2c1CCCC2)C(c1cccnc1)N1CCOCC1 (stereo not drawn)
43%[activator]	CCCCNC(=O)NC(c1ccccc1)c1ccccn1 (stereo not drawn)
35%[activator]	COc1cc(CC(=O)OCc2c(Cl)cccc2Cl)cc(OC)c1OC
13%	NCC(=O)N1CCC(n2nccc2NC(=O)c2cccc(F)c2)CC1
-3%	CS(=O)(=O)c1ccc(C(=O)Nc2c(Cl)cc(NC(=O)c3cnccn3)cc2Cl)cc1
u	CS(=O)(=O)Nc1cccc(-c2ccc3ncnc(NC4CC4)c3c2)c1
21%[176 µM]	Cc1noc2ccc(-c3cnn(Cc4ccccc4)c3)nc12
-22%	CCOc1ccc(N(Cc2nc3nc(C)cc(C)n3n2)S(=O)(=O)c2ccccc2)cc1
-18%	COC(=O)COc1ccc2c(=O)c(-c3ccc(OC)c(OC)c3)c(C(F)(F)F)oc2c1
u	O=C(C(=O)N1CCN(c2ccncc2)CC1)c1cccc(Br)c1
u	CN(C)S(=O)(=O)c1cccc(NC(=O)c2ccccc2Oc2ccccc2)c1
2%	COc1cccc(CN(C)C(=O)[C@@H](Cc2ccccc2)NC(=O)[C@H]2O[C@@H](n3ccc(=O)[nH]c3=O)[C@H](O)[C@@H]2O)c1
u	Cc1cccc2nc(-c3ccccc3)c(-c3ccc(CN4CCC5(CC4)CNc4ccccc45)cc3)nc12
66%[activator]	COc1ccccc1N1CCN(C(=O)CC[C@]23CC[C@](C)(O)C[C@H]2C(C)(C)C[C@@H]3NC(=O)c2cccnc2)CC1
8%	CCn1ccc2oc(C)c(C(=O)N3CCN(c4ccc(OC)cc4)CC3)c2c1=O
-9%	Cc1nc(-n2nc(C)c(Cl)c2C)sc1C(=O)N1CCCC1
-6%	O=C(N[C@H]1CC[C@@]23CCCN2C(=O)CCC[C@H]3[C@H]1Cc1ccccc1)C1CCOC1 (stereo partly drawn)
u	COc1ccc(NC(=O)c2cnn3c2NC(C(=O)O)=CC3/C=C/c2ccccc2)cc1Cl (stereo not drawn)
-9%	CN(Cc1ccccc1Cl)C(=O)c1ccccc1O
u	COC(=O)C(NC(=O)Nc1ccccc1)C12CC3CC(CC(C3)C1)C2 (stereo not drawn)
u	Cc1ccc(CN(C(=O)c2cc3ccccc3[nH]2)C(C)C)o1
4%	O=C(O)c1ccc(CN2CCC(CO)CC2)cc1
-4%	CCN(Cc1ccccc1)C(=O)CCC1CCN(S(=O)(=O)c2ccccc2)CC1
12%	COc1ccc(S(=O)(=O)N2CCC(n3cnnc3-c3ccccc3)CC2)cc1Cl
1%	O=C(NC1CCCC1)N[C@@H]1CC[C@@H](CC(=O)N2CCOCC2)O[C@@H]1CO
97%[activator]	COc1cccc(OCc2cc(C(=O)N3CCCCC3c3cccnc3)n[nH]2)c1 (stereo not drawn)

# Carrying on.
ALOX12 inh	mol
48%[activator]	O=C(Cn1ccn2nc(-c3ccccc3)c(CO)c2c1=O)N1CCN(c2ccccc2F)CC1
-28%[57.4 µM]	O[C@@H](COc1cccc2ncccc12)CN1CCN(C2c3ccccc3[C@@H]3[C@H](c4ccccc42)C3(F)F)CC1 (stereo partly drawn)
21%	CCNC(=O)c1cccnc1OC1CCN(C(=O)c2cc(F)ccc2F)C1 (stereo not drawn)
34%[activator]	O=C(c1ccncc1)N1CC2CCC(C1)N2Cc1ccc(-c2ccsc2)cc1
u	O=C(Nc1ccc2c3c(cccc13)CC2)C1CC1(Cl)Cl (stereo not drawn)
-75%	O=C(CCCCl)c1ccc2c(c1)OCCO2
10%	CCn1cc(-c2nc3cc(S(=O)(=O)N4CCCC4)ccc3n2C)c(C)n1
18%	O=C(NCCC1CCN(C(=O)Nc2ccc(F)cc2)CC1)c1ccccc1F
0%	COc1ccc(F)c(CN2CCOc3ccc(CN4CCCCC4CO)cc3C2)c1 (stereo not drawn)
-28%	Cn1ccnc1CN1CCN(C(C(=O)O)c2cccc3c2OCC3)CC1 (stereo not drawn)
u	Cn1c(=O)c2nc(SCC(=O)NCc3ccc(Cl)cc3)n(C)c2n(C)c1=O
-19%	Cn1c(=O)c2sccc2n(CC(=O)NCC2CCCO2)c1=O (stereo not drawn)
-51%	COc1ccc(-c2nc3ccccc3c(C)c2C#N)cc1
5%	CC(=O)c1c(C)nc(C2CC2)nc1SCC(=O)NC(C)C(C)C (stereo not drawn)
0%[176 µM]	COCCN1Cc2ccc(Nc3ccc(OC)cc3)nc2C(C)(C(=O)NC(C)C)C1 (stereo not drawn)
-4%	O=C(NCCn1ccn2nc(-c3ccc(F)cc3)cc2c1=O)c1ccc2c(c1)OCO2
6.3µM*	CCOC(=O)C1C(=O)C=C(/C=C/c2ccco2)CC1c1ccccc1 (stereo not drawn)
-5%	Cc1ccccc1OCC(=O)NCC(=O)N/N=C/c1cccc([N+](=O)[O-])c1
66%[activator]	O=C1NC2(CCN(C(=O)c3ccc4c(c3)OCO4)C2)OCc2ccccc21 (stereo not drawn)
-19%	CN(C)CC(C#N)C(O)c1ccccc1 (stereo not drawn)
6%	CC(=O)N(C1CCOCC1)C1CCN(S(=O)(=O)c2ccccc2)CC1
85%[activator]	Cn1ccc(C2CCCCN2Cc2cc(=O)c3cc(C(N)=O)ccc3[nH]2)n1 (stereo not drawn)
50%[activator][176 µM]	CC(=O)Nc1ccc(C(O)[C@H]2COCC(=O)N2CC2CCCCC2)cc1 (stereo partly drawn)
-3%	COc1ccc(CCNC(=O)c2c(C)noc2-c2ccccc2Cl)cc1
9%	CC(C)CC(=O)N1CCCN(S(=O)(=O)c2ccccc2)CCC(=O)NCC1
u	CCN(CC)S(=O)(=O)c1ccc(-c2nc(C#N)c(N3CCCCCC3)o2)cc1
u	CCOc1cc(-c2noc(-c3ccccc3)n2)ccc1OCC(=O)NC(C)(C)C
6%[6.33 µM]	COc1ccccc1C(=O)N1CCC2(CC1)CN[S+](=O)([O-])c1cccnc1O2
60%[activator]	COCCN(C)C[C@@H]1CN(C(=O)c2ccc(-c3ccco3)cc2)C[C@@H]1CO
u	CC1(C(=O)O)CCN(S(=O)(=O)c2ccccc2)CC1
31%[activator]	COc1ccccc1CC(=O)N1CCCN(c2cc(-c3ccccc3)[nH]n2)CC1
u	CC(C)NCCNC(=O)c1cccs1
u	COc1ccc(-c2nc3cnc(N4CCN(C)CC4)nc3n(C)c2=O)cc1
7%	CCn1ccc(C(=O)N2CCCCCCNC(=O)[C@@H]3C[C@@H](c4nc(Cc5ccccc5)no4)C[C@@H]32)n1
-16%	CCCCCn1nc(C(=O)NCc2cccs2)c2ccccc2c1=O
-3%	COC(=O)[C@]12C[C@H](CC(=O)N3CCSCC3)C(=O)N(CCC3=CCCCC3)C1=C[C@H](C(C)C)O[C@@H]2C1CC1
u	COc1ccc(C(=O)c2sc(Nc3cccc(Cl)c3)nc2N)cc1
38%	CCc1nnc(CN(C)C(=O)c2cccc(CCC(C)(C)O)c2)o1
-9%	CN(Cc1ccncc1)C(=O)CCCNC(=O)C1CC1
-6%	CC(C)[C@@H](CO)NC(=O)[C@H](NC(=O)C(c1ccccc1)c1ccccc1)c1ccccc1
21%	CCOc1ccc(C(=O)OCC(=O)NCC(F)(F)F)cc1
14µM*	O=C(NCc1ccccc1)C(c1ccc(-c2ccccc2)cc1)n1c(=O)c(-c2ccco2)nc2ccccc21 (stereo not drawn)
-14%	O=C(c1ccc2nc(-c3ccccc3)cn2c1)N1C[C@@H]2CCC[C@H]1C2
8%	Cc1cc(C)cc(C(=O)N2CCCC3(C2)NC(=O)N(Cc2cccc(Cl)c2)C3=O)c1 (stereo not drawn)
17%	O=c1[nH]nc2n1CCN(S(=O)(=O)c1cc(F)ccc1F)C2
-24%	COc1ccc(C(NC(=O)CSc2ccc3c(c2)OCCCO3)c2ccccc2)cc1 (stereo not drawn)
25%	O=C(NC1CC1)C1CCN(Cc2nnc(-c3ccccc3)o2)CC1
-21%	COc1ccc(C2Cn3nnc(C(=O)N4CCC(C(=O)Nc5cc(C)cc(C)c5)CC4)c3CO2)cc1 (stereo not drawn)
0%	O=C(Nc1nnc(SCc2ccccc2)s1)c1cc(=O)c2ccccc2o1
2%	COCCn1c(C)cnc1CC1CCN(C(=O)C2CC2)CC1
u	Cc1cc2cc(-c3c(C)noc3C)nc(-c3cccc([S+](C)(=O)[O-])c3)c2o1

# In the list so far, twelve have a thiophene ring, fused or not:
ALOX12 inh	mol
-8%	CC(c1nnc(-c2cccs2)o1)N(C)Cc1ccc(Br)cc1 (stereo not drawn)
23%	CCSc1nc(N2CCNCC2)c2sc3c(c2n1)COC(C)(C)C3
-4%	CCOC(=O)c1sc2nc(N3CCOCC3)c3c(c2c1N)CCN(C)C3
u	Cc1cccc(C(=O)n2nc(NCc3cccs3)nc2NCc2cccs2)c1
-6%	CC(C)c1cc(C(=O)N2CC[C@@](O)(C3CCOCC3)[C@H](C)C2)cs1
-6%	COc1ccc(OCC(=O)NC(c2ccccc2)c2cccs2)cc1 (stereo not drawn)
22%	Cc1ccsc1[C@@H]1CCN(Cc2cn[nH]c2-c2ccc(F)cc2)C[C@H]1O
21%	O=C(NCc1csc2c1CCCC2)C(c1cccnc1)N1CCOCC1 (stereo not drawn)
34%[activator]	O=C(c1ccncc1)N1CC2CCC(C1)N2Cc1ccc(-c2ccsc2)cc1
-19%	Cn1c(=O)c2sccc2n(CC(=O)NCC2CCCO2)c1=O (stereo not drawn)
u	CC(C)NCCNC(=O)c1cccs1
-16%	CCCCCn1nc(C(=O)NCc2cccs2)c2ccccc2c1=O
